Bioassay records: PubChem, several laboratories
PPC-1+TRAIL kill: compounds killing PPC-1 cancer cells with TRAIL present, primary screen, TRAIL potentiator project, ATPLite luminescence, uHTS. PPC-1 cells + TRAIL, ATPLite viability luminescence. cell killing (% activity), % at 4 µM. 220,000 tested, 0.41% active;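 active = cell killing above 50% in the first pass at 4 µM, then a duplicate retest at 5 µM averaging 50% or more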;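 note: plate controls were cells with TRAIL plus DMSO for no effect and medium-only wells lacking cells for full effect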
Furin inhibitor: human furin inhibitors, primary screen, biochemical, fluorescence intensity; AID 463115, 2010; P09958; 220,000 tested, 0.061% active; purified furin, fluorogenic substrate cleavage; inhibition, % at 30 µM; in the data active = inhibition above about 25%; note: inactives centre near -15
p97 inhibitor: inhibitors of human p97 ATPase, primary screen, biochemical; recombinant p97 ATPase, Kinase-Glo ATP luminescence, 3 h; inhibition, % at 8 µM; 220,000 tested, 0.42% active; AID 1481, 2009; in the data active = inhibition above about 15%;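 note: 0% = DMSO vehicle and 100% = wells lacking enzyme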
Target sequence (P55072 whole entry, looked up): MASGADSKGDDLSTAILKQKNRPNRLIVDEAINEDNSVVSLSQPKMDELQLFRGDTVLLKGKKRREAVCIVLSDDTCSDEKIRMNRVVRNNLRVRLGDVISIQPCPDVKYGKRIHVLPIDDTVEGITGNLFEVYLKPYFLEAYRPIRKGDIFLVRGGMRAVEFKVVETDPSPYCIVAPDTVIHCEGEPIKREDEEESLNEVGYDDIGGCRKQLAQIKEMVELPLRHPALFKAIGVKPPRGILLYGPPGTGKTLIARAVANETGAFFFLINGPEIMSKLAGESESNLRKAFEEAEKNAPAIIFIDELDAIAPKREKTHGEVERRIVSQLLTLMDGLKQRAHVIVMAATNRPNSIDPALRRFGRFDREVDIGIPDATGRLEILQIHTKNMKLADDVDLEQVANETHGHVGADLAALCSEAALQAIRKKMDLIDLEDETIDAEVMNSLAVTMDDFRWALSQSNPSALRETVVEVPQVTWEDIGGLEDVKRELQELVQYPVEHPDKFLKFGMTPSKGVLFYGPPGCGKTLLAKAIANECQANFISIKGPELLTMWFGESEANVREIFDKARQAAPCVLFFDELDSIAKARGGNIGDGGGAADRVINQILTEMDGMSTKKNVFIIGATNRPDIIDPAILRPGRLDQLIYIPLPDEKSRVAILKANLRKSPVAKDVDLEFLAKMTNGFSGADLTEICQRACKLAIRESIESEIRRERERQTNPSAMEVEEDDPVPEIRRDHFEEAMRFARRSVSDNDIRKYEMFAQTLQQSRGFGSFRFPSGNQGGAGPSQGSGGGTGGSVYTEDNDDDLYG
Tb hexokinase: Trypanosoma brucei hexokinase 1 inhibitors, primary screen, biochemical, G6PDH-coupled NADH absorbance, MLSCN library; AID 1430, 2008; hexokinase 1 [Trypanosoma brucei]; 220,000 tested, 0.11% active; inhibition, % at 10 µM; recombinant TbHK1, G6PDH-coupled NADH A340;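 active = inhibition of 50% or more in the single-dose primary screen; inactive = inhibition below 50%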
p47phox inh: p47phox/p22phox peptide binding inhibitors, primary screen, biochemical, uHTS, NADPH oxidase regulatory subunit | Neutrophil cytosol factor 1 (Homo sapiens), P14598 | fluorescence polarization, 2 h | inhibition, % at 24.7 µM | 220,000 tested, 0.53% active | AID 1274, 2008;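 active = inhibition above about 30%, limit read from the data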;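 note: 0% = p47phox with labelled peptide and 100% = labelled peptide alone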
Ba/F3 V617F tox: reduced viability of JAK2V617F-dependent Ba/F3 cells, primary screen, JAK2V617F inhibitor project, cell-based, Ba/F3 EpoR-JAK2V617F, luminescence | 220,000 tested, 1.1% active | inhibition, % at 5.6 µM | ATP luminescence;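 active = inhibition above the campaign mean plus 3 SD over all tested compounds, cut at about 24% in these data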;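 note: cytokine-independent growth of Ba/F3 cells driven by EpoR plus mutant JAK2; 0% = DMSO-treated cells and 100% = JAK inhibitor I control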
RBBP9 inhibitor: human RBBP9 inhibitors, primary screen, biochemical, fluorescence polarization, FP-Rh probe, HTS | AID 1515, 2009 | 220,000 tested, 0.2% active | inhibition, % at 7.94 µM | recombinant RBBP9;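 active = inhibition above the campaign mean of all tested compounds plus 3 SD, cut at about 14% in these data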;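 note: plate controls were DMSO wells with RBBP9 for no effect and wells lacking RBBP9 protein for full effect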
Target sequence (O75884 whole entry, looked up): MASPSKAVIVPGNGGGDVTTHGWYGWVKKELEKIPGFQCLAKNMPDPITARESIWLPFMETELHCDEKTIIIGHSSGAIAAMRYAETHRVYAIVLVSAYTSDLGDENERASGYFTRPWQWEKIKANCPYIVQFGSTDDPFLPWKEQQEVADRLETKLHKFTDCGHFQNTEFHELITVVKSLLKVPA
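system = RBBP9 protein | input = RBBP9 at 2.5 µM in dispensed solution, before mixing | measured by = fluorescence polarization (mP), excitation 525 nm, emission 598 nm | incubation = enzyme-compound preincubation 30 min, then probe labeling 45 min, 25 °C | buffer or medium = Tris-NaCl-Pluronic buffer, pH 8.0 | compound = single dose 7.94 µM | also added = FP-Rh probe, 375 nM dispensing solution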
BaF3 parental: parental Ba/F3 cell viability inhibition, counter-screen for JAK2V617F inhibitor project, murine pro-B, CellTiter-Glo luminescence; CellTiter-Glo ATP luminescence; inhibition, % at 5.6 µM; 220,000 tested, 1.1% active; AID 1486, 2009;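 active = inhibition above a per-campaign cutoff, the mean inhibition of all tested compounds plus 3 SD, cut at about 27% in these data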;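 note: 0% = DMSO wells and 100% = JAK Inhibitor I control wells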
EP2 antag: human EP2 receptor antagonists, primary screen, TR-FRET cAMP, C6 glioma cells. Prostaglandin E2 receptor EP2 subtype (Homo sapiens), P43116. C6 glioma cells expressing human EP2; cells stimulated with saturating PGE2. inhibition, % at 25 µM. 260,000 tested, 0.52% active. AID 1422, 2008;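 active = percent inhibition above 40 after rounding to a whole number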;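 note: rat C6 glioma host cells with rolipram phosphodiesterase inhibitor present; the protocol text gives 20 µM as final concentration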
* = called active by the depositor; . = not tested or not shown; & = joins results of further samples; [ ] = dose if it differs, or a comment. Some of the compounds tested; the hit share may differ from the screen's.

Start of the data: the first two records as a preview:
SMILES	PPC-1+TRAIL kill	Furin inhibitor	p97 inhibitor	Tb hexokinase	p47phox inh	Ba/F3 V617F tox	RBBP9 inhibitor	BaF3 parental	EP2 antag
C=CCN(C(=O)Nc1ccccc1)C1CC(=O)N(c2ccc(OC)cc2)C1=O (stereo unspecified)	10	-20[20 µM]	1	-4	-2	1	-1	1	1
CS/C(=N\NC(N)=O)c1ccccc1	17	-12	1	33	0	-2	0	2	10

Main list, previewed entries included:
SMILES	PPC-1+TRAIL kill	Furin inhibitor	p97 inhibitor	Tb hexokinase	p47phox inh	Ba/F3 V617F tox	RBBP9 inhibitor	BaF3 parental	EP2 antag
C=CCN(C(=O)Nc1ccccc1)C1CC(=O)N(c2ccc(OC)cc2)C1=O (stereo unspecified)	10	-20[20 µM]	1	-4	-2	1	-1	1	1
CS/C(=N\NC(N)=O)c1ccccc1	17	-12	1	33	0	-2	0	2	10
CCOC(=O)c1ccc(NC(=O)C(=O)NCc2ccncc2)cc1	21	-7[20 µM]	5	3	-9	-2	0	1	6
CCCOc1ccc2cc(-c3ccccn3)c(=O)oc2c1	79*[5 µM]	-307	-12	-21	1	2	1	4	9
O=C(Nc1ccccc1)c1cccc(-c2nnc(-c3ccccc3)o2)c1	17	-17[20 µM]	9	-19	19	-3	9	1	26
CC#CCN(CC#CC)S(=O)(=O)c1ccc(-n2cnnn2)c(OC)c1	10	-32	8	1	-4	-2	-1	4	6
O=c1[nH]c2c(s1)C(c1ccco1)C1C3CCC(C3)C1S2 (stereo unspecified)	18	-13[20 µM]	-2	3	-22	0	-8	3	8
CCn1cc(C(=O)NCc2ccco2)c(=O)c2cc(S(=O)(=O)N3CC(C)CC(C)C3)ccc21 (stereo unspecified)	55*	-25	0	-31	-13	10	-9	11	7
CCOc1ccccc1NC(=S)N1CCN(c2nc(-c3cccc(OC)c3)cs2)CC1	1	-17	4	0	-33	-3	-1	-1	11
O=C(CNc1ccc(Oc2ccccc2)cc1)N1CCOCC1	8	-5[20 µM]	-3	-1	-2	4	-12	7	11
CCOC(=O)CN1C(=O)CN(c2ccc(C)c(C)c2)C1=O	10	-35	4	21	-12	-2	-10	7	9
CC(=O)O/N=C(/C)c1ncc(C(F)(F)F)cc1N1CCOCC1	6	-20[20 µM]	4	-4	-5	-4	-2	3	7
COc1ccc(-c2cc(C(F)(F)F)nc(SCC(=O)N(C)Cc3cn(C)nc3C)n2)cc1OC	35	3	-2	3	-7	-4	-4	1	5
COP(=O)(OC)C(Nc1ccc(C)cc1)c1ccc([N+](=O)[O-])cc1 (stereo unspecified)	17	0	-4	14	-14	5	-4	8	7
CCN1C(=O)CC(N2CCC(Nc3ccc(OC)cc3)CC2)C1=O (stereo unspecified)	6	-27[20 µM]	0	5	-4	-1	-1	5	21
CCOC(=O)Cn1nc(C(F)F)c(Br)c1C	3	-22	5	-3	0	-3	-4	-5	19
CCCCC(=O)Nc1nc(C)c(-c2csc(Nc3cc(Cl)ccc3OC)n2)s1	11	9[20 µM]	8	-13	-22	-4	-7	-1	8
CCCCCCNCc1c(F)cccc1Cl	8	-25	4	6	-8	-1	-11	9	5
CC(=O)Nc1cccc(/C(C)=N/NC(=O)c2cc(-c3ccncc3)nc3ccccc23)c1	24	-4	7	-29	-17	-3	-10	-1	19
CC1(c2nnc(-c3ccc(Cl)cc3)o2)CC(c2ccncc2)=NO1 (stereo unspecified)	-7	-15	.	-6	2	.	.	.	9
CNC(=O)c1ccc2snnc2c1	15	-26	7	-2	-5	-5	-6	4	14
Cc1ccccc1-c1cc(C(=O)Nc2sc(C)c(C)c2C(N)=O)c2ccccc2n1	27	-4[20 µM]	-4	-29	-35	-2	-13	8	10
Cc1nnc(SCC2=C(C(=O)O)N3C(=O)C(NC(=O)c4cc(F)c(F)cc4Cl)C3SC2)s1 (stereo unspecified)	4	-8	3	5	-8	-1	3	1	9
O=C(N1CCOCC1)N1CCC(n2nnc3cc(F)ccc32)CC1	8	-18[20 µM]	-3	-2	-5	0	-7	4	10&7
CCOC(=O)CCCCC(=O)c1[nH]c(=O)[nH]c1CSc1nc(C)cc(=O)[nH]1	-6	-18	7	-3	1	-3	-5	5	14
Cc1ccc(S(=O)(=O)N2CCOCC2)cc1NC(=O)CSc1ccccn1	6	-20	3	0	-5	-2	-8	4	3
CCN(CC)c1cccc(OCC(=O)N(C)CCC#N)c1	7	-28	4	0	-26	-3	7	6	15
Cc1cc(NC(=O)Nc2cc(Cl)ccc2C)no1	2	-13	8	-8	10	-3	-3	-2	17
CC(C)(C)NC(=O)NC(=O)CN1CCN(c2ccccc2O)CC1	2	-27	-1	-8	6	-1	-4	1	7
c1cc2nnnn2nc1N1CCCCCC1	19	-20[20 µM]	1	-1	3	0	4	3	9
Cc1ccc2occ(C(c3nnnn3C3CCCC3)N3CCN(C(=O)c4ccco4)CC3)c(=O)c2c1 (stereo unspecified)	-12	-16	6	3	-11	2	-2	7	16
N#CC(c1ccc(F)cc1)c1ccc(C(=O)c2ccccc2)cc1 (stereo unspecified)	-6	-11[20 µM]	-2	4	0	-3	4	1	9
CNC(=S)NCc1ccc2[nH]c3c(c2c1)CCCC3	-4	-18	5	2	-4	0	0	6	6
CC(=O)c1ccc(NC(=O)/C(=C\c2ccccc2)NC(=O)/C=C/c2ccccc2)cc1	18	-11[20 µM]	7	-15	-7	-3	-35	-2	7
O=C(CSc1n[nH]c(-c2cccnc2)n1)Nc1ccnc2ccccc12	7	-18	9	-3	-13	-7	3	2	5
COc1ccc(NC(=O)c2oc3ccccc3c2NC(=O)C(C)(C)C)cc1	6	-9	3	-8	-24	-2	-12	5	6
CCCCOC(=O)Nc1ccc(C(C)C)cc1	42	-20[20 µM]	1	8	-13	-3	-14	0	6
Cn1c(-c2ccccc2)c(CCO)c2ccccc21	7	-11[20 µM]	1	1	-11	1	1	5	4
NNC(=O)c1ccc(CSc2nc3ccccc3[nH]2)cc1	1	-6	9	1	-6	-5	-12	-2	4
O=C(c1cc([N+](=O)[O-])ccc1N1CCCC1)N1CCCCC1	12	8	-3	6	2	5	-7	1	10
CC1(C)Cc2c(sc(NC(=O)COc3cccc4ccccc34)c2C#N)C(C)(C)N1	4	-3	-4	-25	51*	-6	-8	-4	10
Cc1cc(NC(=O)c2cc(C(C)(C)C)oc2C)no1	14	-13	0	-11	-22	-2	1	-2	15
CC(C)(C)c1cc(C(=O)N2CCN(c3ncccn3)CC2)ccn1	-7	-13[20 µM]	4	-2	-3	-4	2	-1	7
O=C(Nc1ccccc1Br)C(=O)N1CCCC1	-3	-24	3	2	-4	-2	-3	2	2
Cc1cccc(N=C2NN=C(c3c[nH]c4ccccc34)CS2)c1	13	-16	8	0	-25	-2	6	4	5
COc1ccc(S(=O)(=O)N(CCCN2CCCC2=O)Cc2cc3c(C)cc(C)cc3[nH]c2=O)cc1	15	-27	-4	-21	-2	1	-9	4	17
CCN(CC)CCSc1nnc2c3cc(C)ccc3n(Cc3ccccc3)c2n1	16	-3	-3	-10	-13	25*	-8	33*	6
CCCCn1c(SCn2nnc3ccccc3c2=O)nc2cc(S(N)(=O)=O)ccc21	8	-4[20 µM]	-2	-8	-10	1	3	6	6
c1ccc(Cn2nnc3c(NCC4CCCO4)ncnc32)cc1 (stereo unspecified)	15	-9	1	7	-4	-2	-13	2	10
CC(=O)Nc1nonc1-c1nc2ccccc2n1Cc1ccccc1	8	-15[20 µM]	-4	2	-6	4	-8	7	8
Cn1cnnc1SCC(=O)c1ccc2c(c1)OCO2	11	-19[20 µM]	0	-16	-10	-1	0	4	8
C/C=C\C=C/C(=O)Nc1cccc(C2=NOC3(C2)C[C@H](C(N)=O)N(C(=O)CC)C3)c1 (stereo partly specified)	14	-27	.	-13	-14	.	.	.	22
CCOc1ccc(-n2c(C)cc(/C=N/Nc3nc(C)cc(=O)[nH]3)c2C)cc1	1	-5	3	-52	-12	2	9	2	14
Nc1nnc(SCc2c(F)cccc2Cl)s1	6	-19	4	-7	-5	-2	3	-3	6
CN(C)S(=O)(=O)N1CCN(C(=O)c2cccc(Br)c2)CC1	13	-18[20 µM]	2	-6	-3	-1	0	7	-3
CCC(C)NC(=O)CCCCCn1c(=O)[nH]c2cc(OC)c(OC)cc2c1=O (stereo unspecified)	-17	-24	-3	-7	-10	-1	1	2	5
O=C(CSCc1ccccn1)Nc1ccccc1	20	-20[20 µM]	0	-8	-7	2	-10	0	6
O=C1CC(=C2c3ccccc3-c3ccccc32)C(=O)N1CCCCN1CCN(c2ccccc2)CC1	34	28*[20 µM]	0	-10	3	-4	1	2	5
CCOc1ccc(OCC)c(NC(=O)C2CCCN(S(=O)(=O)c3c(C)noc3C)C2)c1 (stereo unspecified)	2	-29	1	1	-6	-2	-8	1	10
O=C(CCN1C(=O)c2ccccc2C1=O)Nc1cccc(F)c1	6	-18[20 µM]	-2	4	-14	5	4	11	14

(further entries)
SMILES	PPC-1+TRAIL kill	Furin inhibitor	p97 inhibitor	Tb hexokinase	p47phox inh	Ba/F3 V617F tox	RBBP9 inhibitor	BaF3 parental	EP2 antag
CSc1nc2nc3c(c(=O)n2[nH]1)CCC3	-8	-22[20 µM]	8	6	-4	-3	1	4	2
O=C(CN(Cc1ccco1)C(=O)CNS(=O)(=O)c1ccc(Cl)cc1)NC1CCCCC1	10	-13	-4	9	-5	4	-1	6	8
COc1ccc(N(C(=O)c2ccco2)S(=O)(=O)c2cc(Cl)c(Cl)cc2Cl)cc1	6	1[20 µM]	-4	1	3	5	-4	7	9
O=C(C1=C[C@H](c2ccc(Br)cc2)C[C@H](OCCCCO)O1)N1CCN(Cc2ccc3c(c2)OCO3)CC1	9	-14	2	-15	-7	-1	-10	4	17
Cc1ccccc1OCC(=O)Nc1ccccc1N1CCC(C)CC1	-7	-5	-5	7	-3	1	4	3	6
CC(C)CCn1nnnc1C(C(C)C)N1CCC(C(N)=O)CC1 (stereo unspecified)	8	-9[20 µM]	-1	-5	-4	0	10	1	9
COC(=O)C1=C(C)OC(N)=C(C#N)C1c1cc2cc(C)ccc2nc1Cl (stereo unspecified)	0	-15	0	-12	-3	0	-10	8	10
O=C(OCC(=O)N1CCCCC1)c1ccccc1SCC(=O)N1CCCCC1	4	2	5	-8	-20	-3	-2	4	1
Cc1c(NC(=O)C2CCCO2)cccc1[N+](=O)[O-] (stereo unspecified)	-1	-19	7	-3	-3	-2	-1	3	5
c1ccc2c(c1)OCC(c1nn3c(Cn4nnc5ccccc54)nnc3s1)O2 (stereo unspecified)	7	-5[20 µM]	4	9	-8	-2	-1	7	5
CCCCN1C2=NCCCN2c2ccccc21	18	-21[20 µM]	-1	8	2	-1	-5	2	9
CCOC(=O)C1CCN(C(=O)c2cccnc2Cl)CC1	-12	-24[20 µM]	4	3	-2	-2	1	6	5
COc1ccc(CNC(=O)CCc2nc(-c3ccccc3F)no2)c(OC)c1	17	-16[20 µM]	-4	-1	-7	3	-2	6	24

Copied from the list:
EP2 antag result of COC(=O)C1=C(C)OC(N)=C(C#N)C1c1cc2cc(C)ccc2nc1Cl (stereo unspecified) : 10
Furin inhibitor result of Cc1c(NC(=O)C2CCCO2)cccc1[N+](=O)[O-] (stereo unspecified) : -19
